Assay outcomes (PubChem)
DAGLB inh: blocks human DAGLB lipase activity. AID 504411. HEK293T DAGLB membrane lysate, EnzChek fluorogenic substrate. inhibition, % at 5.17 µM. Q8NCG7. 340,000 tested, 0.059% active; in the data active means inhibition above about 34%;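 further: 0% = enzyme with vehicle and 100% = wells lacking enzyme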
NSD2 inh: NSD2 (human) methyltransferase inhibition; NSD2 peptide methylation, AlphaScreen, 120 min; 310,000 tested, 0.54% active; O96028; AID 743445; inhibition, % at 12.5 µM; in the data active means inhibition above about 50%
PvdQ acylase: blocks Pseudomonas aeruginosa PvdQ acylase activity; inhibition, % at 10 µM; 340,000 tested, 0.063% active; purified PvdQ acylase, fluorescence plate reader; in the data active means inhibition above about 30%, passing the limit was not always enough;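 further: 0% = vehicle neutral wells and 100% = reference inhibitor wells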
LANA DNA inh: KSHV C-LANA DNA binding inhibition; 340,000 tested, 0.078% active; AID 504423; MBP-C-LANA/FAM-LBS DNA binding, fluorescence polarization; inhibition, % at 9 µM;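 active means highest replicate inhibition at or above 60% at 9 µM, even if other replicates fall short; inactive means all replicates below 60% inhibition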;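 further: 0% = neutral control wells and 100% = 4 µM acridine orange control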
SR-BI uptake up: activators of SR-BI mediated HDL lipid uptake. CHO ldlA[mSR-BI] cells, DiI-HDL uptake fluorescence, 3 h; 100 = double the neutral-control signal. activation, % at 12.5 µM. 320,000 tested, 0.096% active. AID 504775;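 active means mean replicate activation of at least 60% and every replicate at or above 60%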;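 further: 0% = median plate neutral-control signal and 100% = twice that signal; values of inactives mirror those of a sister screen read the other way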
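Assay system: CHO ldlA[mSR-BI] cells, LDL receptor-null, SR-BI overexpressing; medium: Ham's F12 with 0.5% BSA, HEPES 25 mM, pH 7.4; also added: DiI-HDL 10 µg/mL; timing: 3 h uptake period with compound, 37 °C; signal: DiI fluorescence, bottom read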
SR-BI DiI inh: inhibitors of mouse SR-BI mediated HDL lipid uptake | inhibition, % at 12.5 µM | ldlA[mSR-BI] CHO cells, DiI-HDL uptake fluorescence, 3 h | AID 488896 | 320,000 tested, 0.96% active | Q61009;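 active means mean replicate inhibition of at least 70% and a set share of replicates each scoring 70 or more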;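 further: 0% = median of neutral control wells and 100% = median of positive control wells; values of inactives mirror those of a sister screen read the other way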
Target sequence (Q61009 whole entry, looked up): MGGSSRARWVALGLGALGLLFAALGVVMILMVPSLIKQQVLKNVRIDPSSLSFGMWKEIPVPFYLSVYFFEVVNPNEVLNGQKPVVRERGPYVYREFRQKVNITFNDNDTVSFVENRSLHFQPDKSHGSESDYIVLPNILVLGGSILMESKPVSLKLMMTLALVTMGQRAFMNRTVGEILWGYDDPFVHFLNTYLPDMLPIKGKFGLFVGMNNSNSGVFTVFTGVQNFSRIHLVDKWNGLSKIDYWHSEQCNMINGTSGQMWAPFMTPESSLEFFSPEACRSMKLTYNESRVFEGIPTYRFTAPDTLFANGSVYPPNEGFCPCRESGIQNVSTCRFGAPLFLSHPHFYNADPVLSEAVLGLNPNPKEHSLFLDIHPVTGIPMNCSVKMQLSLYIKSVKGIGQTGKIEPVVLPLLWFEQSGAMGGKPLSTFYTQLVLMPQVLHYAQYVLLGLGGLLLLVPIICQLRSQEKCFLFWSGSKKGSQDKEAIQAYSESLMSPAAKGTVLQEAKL
Cardiac RTF inh: cardiac RTF calcium desensitization; P19429+P45379; IANBD-labeled cardiac RTF, Ca2+ fluorescence; inhibition, % at 7.15 µM; 340,000 tested, 0.12% active; AID 493244;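 active means inhibition above the mean inhibition of all tested compounds plus 3 SD, cut at about 17% in these data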;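 further: assay run at fixed EC70 calcium of 1.6 mM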
PKA-R2B act: activates the human PKA-R2B holoenzyme complex. PKA-R2B holoenzyme dissociation, Cy5-IP20 fluorescence polarization; R2B truncated from residue 108, S112A mutant; 0% DMSO only, 100% 113 µM cGMP. activation, % at 11.4 µM. 340,000 tested, 0.079% active;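 active means activation above a cutoff set at the mean over all compounds plus 3 SD, cut at about 18% in these data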;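 further: higher means more holoenzyme dissociation and a rise in polarization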
Target sequence (P31323 whole entry, looked up, other chains not shown, the tested form may be a part): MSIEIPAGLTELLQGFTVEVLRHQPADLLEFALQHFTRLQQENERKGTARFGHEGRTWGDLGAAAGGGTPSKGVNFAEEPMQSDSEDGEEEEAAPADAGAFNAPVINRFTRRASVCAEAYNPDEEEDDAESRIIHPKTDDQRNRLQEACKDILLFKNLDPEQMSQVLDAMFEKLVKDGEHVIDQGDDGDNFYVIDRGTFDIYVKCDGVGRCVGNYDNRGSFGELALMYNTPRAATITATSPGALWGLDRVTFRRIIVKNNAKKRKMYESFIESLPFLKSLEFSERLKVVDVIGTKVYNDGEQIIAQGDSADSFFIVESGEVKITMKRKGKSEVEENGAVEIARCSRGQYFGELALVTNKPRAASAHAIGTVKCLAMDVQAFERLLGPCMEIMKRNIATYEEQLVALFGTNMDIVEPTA
Arrestin-AP2 inh: inhibitors of human beta-arrestin and AP2 interaction; 340,000 tested, 0.31% active; FITC-arrestin peptide / GST-AP2 beads, flow cytometry; AP2 beta2 appendage carries R879A mutation; inhibition, % at 10 µM;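 active means inhibition above a set limit, near 3 SD of compounds lacking own fluorescence, cut at about 54% in these data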;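 further: plate controls were DMSO wells for no effect and 5 µM unlabelled arrestin peptide for full effect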
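Assay system: GST-AP2 R879A bound to glutathione beads, E. coli-expressed; Medium: PBS with 0.05% Tween 20 and 0.1% BSA; Also added: fluorescein-tagged arrestin peptide at 50 nM final; Timing: 12 min plus 1 h, RT; Measured by: flow cytometry, FL1 (488/535 nm); Evaluation: percent drop in bead-associated FITC signal.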
Keap1-Nrf2 PPI: inhibitors of human Keap1-Nrf2 protein-protein interaction | AID 504523 | Keap1 Kelch-Nrf2 peptide fluorescence polarization, 1536-well | Q14145 | 340,000 tested, 0.15% active | inhibition, % at 9.4 µM; in the data active means inhibition above about 12%;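 further: human Keap1 Kelch domain with fluorescein labeled Nrf2 9mer peptide probe; 0% = neutral control wells and 100% = peptide positive control; higher means more block of Keap1 binding to Nrf2 peptide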
Active calls of the source: *; nt = no result given.

1: CSc1nc(N2CCOCC2)c2sccc2n1
2: O=C(Cn1c(=O)ccn(Cc2ccccc2)c1=O)Nc1cccc(S(=O)(=O)N2CCOCC2)c1
3: CCn1c(=O)cc(N2CCC3(CC2)OCCO3)[nH]c1=O
4: O=C(CN1CCN(S(=O)(=O)N2CCCCCC2)CC1)Nc1ccc(Br)cc1
5: CSC1(SC2=NCCN2)SC2(NCCN2)S1

compound no.	1	2	3	4	5
DAGLB inh	-2	-2	-2	-1	-1
NSD2 inh	-3	-1	nt	-2	1
PvdQ acylase	3	-6	6	-17	-2
LANA DNA inh	-1.6	-1.0	0.2	2.4	-0.1
SR-BI uptake up	-8	9	30	-13	-1
SR-BI DiI inh	8	-9	-30	13	1
Cardiac RTF inh	-3	-7	5	-6	2
PKA-R2B act	-12	-5	1	2	-7
Arrestin-AP2 inh	46	3	22	-1	42
Keap1-Nrf2 PPI	2	-1	-3	0	3

Overlap with the part before: 3 entries; new compounds follow.
3: CCn1c(=O)cc(N2CCC3(CC2)OCCO3)[nH]c1=O
4: O=C(CN1CCN(S(=O)(=O)N2CCCCCC2)CC1)Nc1ccc(Br)cc1
5: CSC1(SC2=NCCN2)SC2(NCCN2)S1
6: Cc1nc2ccc(C(=O)Nc3ccccc3Cl)cc2s1
7: CCCCc1cc(=O)oc2cc(O)ccc12
8: CCCCn1nnc(NC(=O)CC23CC4CC(CC(C4)C2)C3)n1
9: CCOc1ccc(-c2c(C(=O)N/N=C/c3ccc(O)cc3)nnn2-c2nonc2N)cc1
10: CCOC(=O)CSc1nnc(-c2ccc(S(=O)(=O)NCc3cccs3)cc2)o1

compound no.	3	4	5	6	7	8	9	10
DAGLB inh	-2	-1	-1	-2	0	0	-3	-3
NSD2 inh	nt	-2	1	-2	-5	0	-3	-2
PvdQ acylase	6	-17	-2	-13	18	-14	-3	1
LANA DNA inh	0.2	2.4	-0.1	3.0	0.3	0.0	-0.1	2.6
SR-BI uptake up	30	-13	-1	nt	-2	7	nt	18
SR-BI DiI inh	-30	13	1	nt	2	-7	nt	-18
Cardiac RTF inh	5	-6	2	-3	-18	-7	-1	1
PKA-R2B act	1	2	-7	-9	-6	8	-1	-16
Arrestin-AP2 inh	22	-1	42	4	17	4	33	4
Keap1-Nrf2 PPI	-3	0	3	-6	-1	-3	3	-2

11: O=C(O)c1ccc2c(c1)S(=O)(=O)N=C1CCCCCN12
12: COc1ccc(CCNC(=O)COC(=O)c2cc(=O)[nH]c3ccccc23)cc1
13: CC1CN(S(=O)(=O)c2cccc(C(=O)N(CCc3ccccc3)Cc3ccccc3)c2)CC(C)O1 (configuration not stated)
14: COc1cccc(CC2(CO)CCCN(Cc3ccc(CN4CCCCC4)s3)C2)c1 (configuration not stated)
15: O=C(COC(=O)C1CC(=O)N(Cc2ccco2)C1)c1ccc(OC(=O)c2ccccc2)cc1 (configuration not stated)

compound no.	11	12	13	14	15
DAGLB inh	-2	-2	-6	-1	-2
NSD2 inh	-2	-1	3	2	-5
PvdQ acylase	10	-9	-7	-5	6
LANA DNA inh	-0.3	1.3	1.6	0.7	2.2
SR-BI uptake up	2	3	-9	19	30
SR-BI DiI inh	-2	-3	9	-19	-30
Cardiac RTF inh	-6	-2	4	4	8
PKA-R2B act	-6	-12	-5	-11	-11
Arrestin-AP2 inh	8	0	-5	-4	17
Keap1-Nrf2 PPI	-1	-3	0	2	1

An excerpt from above in order of the Arrestin-AP2 inh value, ascending.
nr | Compound | DAGLB inh | NSD2 inh | PvdQ acylase | LANA DNA inh | SR-BI uptake up | SR-BI DiI inh | PKA-R2B act | Arrestin-AP2 inh | Keap1-Nrf2 PPI
13 | CC1CN(S(=O)(=O)c2cccc(C(=O)N(CCc3ccccc3)Cc3ccccc3)c2)CC(C)O1 (configuration not stated) | -6 | 3 | -7 | 1.6 | -9 | 9 | -5 | -5 | 0
14 | COc1cccc(CC2(CO)CCCN(Cc3ccc(CN4CCCCC4)s3)C2)c1 (configuration not stated) | -1 | 2 | -5 | 0.7 | 19 | -19 | -11 | -4 | 2
12 | COc1ccc(CCNC(=O)COC(=O)c2cc(=O)[nH]c3ccccc23)cc1 | -2 | -1 | -9 | 1.3 | 3 | -3 | -12 | 0 | -3

Next results follow.
16: CN(C(=O)c1cccc(NC(=O)Cc2cccc(NC(=O)C3CCCN(C(=O)C4CCCCC4)C3)c2)c1)C1CC1 (configuration not stated)
17: CN1CCN(C(=O)/C(=C\c2cccnc2)NC(=O)c2cccc(Br)c2)CC1
18: COc1ccc(OCc2cc(C(=O)N3CCOCC3)no2)c(Cl)c1
19: CCOC(=O)CSc1nnc(CNC(=O)c2ccc(S(=O)(=O)N3CCCC3)cc2)n1C
20: COc1ccc(NC(=O)CSc2nnc(CNC(=O)c3ccco3)o2)c(OC)c1

compound no.	16	17	18	19	20
DAGLB inh	1	0	-3	0	-1
NSD2 inh	nt	-3	-4	-4	nt
PvdQ acylase	-17	-1	-3	-7	2
LANA DNA inh	1.0	-1.7	-0.3	-1.2	1.3
SR-BI uptake up	-58	3	17	28	3
SR-BI DiI inh	58	-3	-17	-28	-3
Cardiac RTF inh	-9	-2	3	-4	-1
PKA-R2B act	-6	-3	-4	7	-4
Arrestin-AP2 inh	30	16	-15	-4	21
Keap1-Nrf2 PPI	-1	-1	-6	-4	1

21: C=CCn1c(SCC)nc2sc3c(c2c1=O)CCc1ccccc1-3
22: Cc1cc2oc(=O)cc(CN3CCOCC3)c2c(C)c1Cl
23: CNS(=O)(=O)c1ccc2nc(NC(=O)c3ccc(N4C(=O)CCC4=O)cc3)sc2c1
24: C=CCOc1c(CNc2nccs2)cccc1OCC
25: CCOC(=O)/C(C#N)=C/c1c(N2CCN(c3cccc(Cl)c3)CC2)nc2c(C)cccn2c1=O

compound no.	21	22	23	24	25
DAGLB inh	-20	-4	2	-2	-4
NSD2 inh	-4	-1	0	0	nt
PvdQ acylase	6	-7	-1	-24	5
LANA DNA inh	0.0	-1.4	-0.6	0.1	-0.1
SR-BI uptake up	-29	-17	-69	-16	-19
SR-BI DiI inh	29	17	69	16	19
Cardiac RTF inh	6	-4	6	-4	-5
PKA-R2B act	7	-6	0	-14	-10
Arrestin-AP2 inh	15	3	-42	-7	16
Keap1-Nrf2 PPI	-1	3	0	-9	-1

26: Cc1ccc(C(=O)N2CCCCC2C(=O)O)cc1S(=O)(=O)N1CCCCC1 (configuration not stated)
27: Cc1ccc(C(=O)N2CCN(c3cc4c(cc3[N+](=O)[O-])n(C)c(=O)n4C)CC2)cc1
28: CC(C)CC(OC(=O)c1cccs1)C(=O)NCC1CCCO1 (configuration not stated)
29: CC1=C(C(=O)OCc2ccccc2)C(c2ccccc2-c2ccccc2)NC(=O)N1CCCCCC(=O)O (configuration not stated)
30: CCn1c(=O)n(CC(=O)NCC2CCCO2)c(=O)c2c3c(sc21)COC(C)(C)C3 (configuration not stated)

compound no.	26	27	28	29	30
DAGLB inh	1	5	0	5	1
NSD2 inh	0	8	-1	nt	1
PvdQ acylase	-9	-4	4	-7	-14
LANA DNA inh	0.7	-1.4	-0.4	3.6	-2.7
SR-BI uptake up	11	12	-7	21	nt
SR-BI DiI inh	-11	-12	7	-21	6
Cardiac RTF inh	-10	-2	2	3	-3
PKA-R2B act	-6	2	-11	-1	1
Arrestin-AP2 inh	-12	-11	6	-4	-1
Keap1-Nrf2 PPI	-4	-4	-4	0	0

31: CCOC(=O)CSc1nnc(-c2ccc3ncccc3c2)n1C
32: O=C(NC1CCCC1)c1cccc(S(=O)(=O)Nc2ccccc2F)c1
33: COc1ccc(S(=O)(=O)N2CCOCC2)cc1Cl
34: COc1ccc(CCNC(=O)C2CCN(S(=O)(=O)c3cccc4nsnc34)CC2)cc1OC
35: CC(=O)N1CCN(C(=O)c2ccc(S(=O)(=O)Nc3cccc(C(F)(F)F)c3)cc2)CC1

compound no.	31	32	33	34	35
DAGLB inh	-1	-3	0	-1	2
NSD2 inh	-3	-1	nt	-3	0
PvdQ acylase	-10	0	-13	-18	-15
LANA DNA inh	0.8	0.0	-0.1	0.6	0.7
SR-BI uptake up	21	nt	-4	-24	11
SR-BI DiI inh	-21	5	4	24	-11
Cardiac RTF inh	-5	-3	-7	-5	-17
PKA-R2B act	-6	-5	-3	9	-1
Arrestin-AP2 inh	7	2	6	2	-6
Keap1-Nrf2 PPI	-1	-3	-2	-1	-6

36: Cc1ccccc1-n1c(-c2ccc(Br)o2)n[nH]c1=S
37: COc1ccc(C(c2nnnn2Cc2ccccc2)N2CCN(C(=O)c3ccco3)CC2)cc1 (configuration not stated)
38: CN(C(=O)COC(=O)c1ccc(Cl)cc1N)C1CCCCC1
39: COc1cc(C(=O)Nc2ccc3nc(N4CCOCC4)sc3c2)cc(OC)c1OC
40: COc1cc(/C=N/NC(=O)c2cccnc2)cc(Br)c1O

compound no.	36	37	38	39	40
DAGLB inh	0	1	-2	3	0
NSD2 inh	-1	nt	-3	0	2
PvdQ acylase	-5	8	-13	-6	19
LANA DNA inh	-0.8	1.7	1.2	-0.3	0.7
SR-BI uptake up	1	9	-16	-63	9
SR-BI DiI inh	-1	-9	16	63	-9
Cardiac RTF inh	-1	-6	-1	1	-6
PKA-R2B act	4	-2	-7	3	-2
Arrestin-AP2 inh	-5	-4	0	3	8
Keap1-Nrf2 PPI	-3	-1	-5	2	-7

Quoted from the listing:
Value of no. 36 under DAGLB inh: 0
Value of no. 38 under SR-BI DiI inh: 16
Value of no. 40 under PKA-R2B act: -2
Value of no. 39 under PKA-R2B act: 3
Value of no. 37 under LANA DNA inh: 1.7

Continued.
41: Cc1cc(C)nc(NC(=O)Nc2ccc3c(c2)OCO3)c1
42: Cc1ccc(C(=O)O/N=C(\N)c2nonc2N)cc1
43: CCOc1cc(C(=O)NC(CC(=O)O)c2ccc(OC3CCCC3)cc2)cc(OCC)c1OCC (configuration not stated)
44: CCCc1nnc(NS(=O)(=O)c2ccccc2)s1
45: COc1ccc(/C=c2\sc3nc(-c4ccccc4)c(-c4ccccc4)n3c2=O)cc1OC
46: COc1cc2ncnc(NCc3ccc(F)cc3)c2cc1OC
47: COC(=O)Cn1c2ccc(C)cc2c2nc3ccccc3nc21

compound no.	41	42	43	44	45	46	47
DAGLB inh	-4	0	-3	-2	-1	0	-3
NSD2 inh	1	-1	0	-2	0	25	nt
PvdQ acylase	7	-15	-16	-23	-6	-8	2
LANA DNA inh	0.2	-0.1	1.5	-0.4	-0.3	-1.3	-0.1
SR-BI uptake up	11	5	8	20	-26	-5	-11
SR-BI DiI inh	-11	-5	-8	-20	26	5	11
Cardiac RTF inh	3	1	-10	-3	-3	-3	-3
PKA-R2B act	-7	0	1	-7	-10	-7	-9
Arrestin-AP2 inh	3	-1	3	3	-5	5	5
Keap1-Nrf2 PPI	-5	1	-5	-3	-4	2	-2
